Bioassay records from PubChem BioAssay.
HCT116 bCat-KO – beta-catenin-lacking colon tumor cell growth suppression. HCT116 beta-catenin knockout viability, CellTiter-Glo, 60 h; hits give low values. viability, % at 10 µM. AID 818. 140,000 compounds, 1.5% hits;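 active = viability at or under a set limit, the compound median less 4 SD, cut at about 6% in these data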;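 note: 0% = Hyamine 1622 control at 20 µM and 100% = untreated cell control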
Measles CPE – protection of cells from measles virus | 140,000 compounds, 1.5% hits | Measles virus-infected cells, CPE protection, absorbance | AID 841 | protection (pct of control), % at 4 µM; in the data active = protection mostly above about 24%, no sharp cut-off; inactive = mostly below about 26%; note: some compounds called inactive have numbers as strong as hits
NPY Y2 blocker – blocks the human neuropeptide Y Y2 receptor; inhibition, % at 2.7 µM; NPY-Y2 expressing cells, antagonist mode; P49146; 140,000 compounds, 0.99% hits; AID 793; in the data active = inhibition above about 17%;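 note: 0% = vehicle with agonist challenge and 100% = reference antagonist with challenge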
Target sequence (P49146 whole entry, looked up): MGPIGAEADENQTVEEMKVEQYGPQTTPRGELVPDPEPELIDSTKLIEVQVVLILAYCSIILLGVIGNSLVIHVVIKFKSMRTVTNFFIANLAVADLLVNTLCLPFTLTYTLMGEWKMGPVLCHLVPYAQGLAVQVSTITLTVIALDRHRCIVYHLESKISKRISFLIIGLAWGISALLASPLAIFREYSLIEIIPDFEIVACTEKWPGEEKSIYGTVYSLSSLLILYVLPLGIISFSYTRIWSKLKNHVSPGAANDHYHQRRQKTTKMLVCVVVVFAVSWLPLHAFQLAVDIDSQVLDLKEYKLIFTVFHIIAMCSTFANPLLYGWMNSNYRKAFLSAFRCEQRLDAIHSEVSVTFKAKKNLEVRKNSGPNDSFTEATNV
Yeast life ext – yeast lifespan extension. 130,000 compounds, 0.68% hits. inhibition of the nicotinamide effect, % at 10 µM. S. cerevisiae growth with nicotinamide, OD615; deaD strain in restrictive glucose medium;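 active = inhibition above a set limit, placed 3 SD over the median of all compounds, cut at about 26% in these data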;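 note: 0% = nicotinamide-treated wells and 100% = cells grown without nicotinamide; some compounds called inactive have numbers as strong as hits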
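System: DeaD-strain S. cerevisiae / Buffer or medium: CSMM-D, restrictive glucose (dextrose) synthetic minimal medium / Probe or stimulus: nicotinamide, 1.5 mM, co-present with compound / Compound: one concentration, 10 µM, DMSO 0.25% / Incubation: 48 h compound exposure at 30 °C, humidified / Technique: optical density (absorbance) at 615 nm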
GALR2 blocker – blocks the human galanin receptor 2. O43603. GALR2-expressing cells, antagonist mode. inhibition, % at 4 µM. 140,000 compounds, 0.39% hits; in the data active = inhibition above about 27%;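 note: cells stimulated with galanin 1-16 at roughly its EC80; 0% = agonist challenge control and 100% = basal control without agonist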
Target sequence (O43603 whole entry, looked up): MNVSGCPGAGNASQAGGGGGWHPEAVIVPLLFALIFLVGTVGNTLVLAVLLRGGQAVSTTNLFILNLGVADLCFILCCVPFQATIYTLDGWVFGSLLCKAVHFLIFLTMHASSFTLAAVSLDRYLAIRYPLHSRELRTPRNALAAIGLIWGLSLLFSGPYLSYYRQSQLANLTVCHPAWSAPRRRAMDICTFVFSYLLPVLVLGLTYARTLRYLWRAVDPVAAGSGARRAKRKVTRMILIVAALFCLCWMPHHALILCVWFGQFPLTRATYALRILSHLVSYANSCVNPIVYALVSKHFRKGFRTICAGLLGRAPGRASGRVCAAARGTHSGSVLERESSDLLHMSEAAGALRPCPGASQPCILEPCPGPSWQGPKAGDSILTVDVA
E-sel TNF inh – TNF alpha driven E-selectin expression inhibition; HUVEC TNFa-induced E-selectin immunofluorescence, high content; 120,000 compounds, 0.71% hits; inhibition, % at 2 µM; AID 1246;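 active = inhibition above the batch mean plus 3 SD, and confirmed as a hit on visual image review, cut at about 43% in these data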;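 note: 0% = TNF-stimulated DMSO wells and 100% = unstimulated control wells; not every result past the cut was called active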
MRP-1 activ – MRP-1 activation; H69AR cells + doxorubicin, viability rescue, CellTiter-Glo; viability increase, % at 10 µM; 140,000 compounds, 0.61% hits;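 active = viability gain under doxorubicin at or above a set limit, the compound median plus 3 SD, cut at about 4.7% in these data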;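 note: MRP-1 overexpressing cells given doxorubicin 25 µM after compound pretreatment; 18-22 h compound pretreatment then 72 h with doxorubicin before readout; 0% = doxorubicin-only wells and 100% = vehicle-treated cells without doxorubicin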
Phagocyt inh – inhibitors of macrophage phagocytosis; J774A.1 macrophage IgG-bead phagocytosis, imaging; inhibition, % at 5 µM; 110,000 compounds, 0.07% hits;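 active = inhibition above the mean of the plate negative controls plus 5 SD, cut at about 13% in these data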;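 note: phagocytic index as fraction of beads internalized from green versus red external bead signal; plate controls were DMSO negative control for no effect and cytochalasin-D positive control for full effect; some results beyond the cut were filed as inactive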
PTEN del growth – PTEN-deleted cell growth suppression; viability, % at 10 µM; HCT116 PTEN-null viability, CellTiter-Glo, 60 h; hits give low values; 140,000 compounds, 1.2% hits;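 active = viability at or below a set limit, 4 SD under the median of all tested compounds, cut at about 3.7% in these data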;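 note: PTEN knockout HCT116 line with beta catenin targeted HCT116 as companion control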
Yeast growth inh – reduces growth of yeast BB579 in restrictive medium | S. cerevisiae BB579 growth, OD615, 48 h | inhibition, % at 10 µM | 140,000 compounds, 0.51% hits | AID 804;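 active = inhibition above a set limit, 3 SD over the mean compound inhibition, cut at about 44% in these data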; note: inactives centre near -24
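Test system: S. cerevisiae DeaD strain BB579 yeast; Medium: restrictive CSMM-D medium; Compound: one dose, 10 µM compound with 0.25% DMSO; Incubation: 4 h cell preincubation, 48 h compound exposure, 30 °C humidified; Signal: OD at 615 nm; Benchmarks: amphotericin B at 10 µg/mL as positive control.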
An asterisk follows results filed as active; . = no result given.

SMILES | HCT116 bCat-KO | Measles CPE | NPY Y2 blocker | Yeast life ext | GALR2 blocker | E-sel TNF inh | MRP-1 activ | Phagocyt inh | PTEN del growth | Yeast growth inh
CCOC(=O)C1CCN(C(=O)CCc2c(C)nc3cc(-c4ccccc4)nn3c2C)CC1 | 79 | 8 | 2 | -13 | -9 | . | -3.2 | 0 | 78 | -6
CCOc1cc(/C=C/c2nc3cc(C)c(C)cc3s2)ccc1OCC(=O)N1CCOCC1 | 92 | 7 | 5 | -1 | -9 | . | -1.8 | -5 | 98 | -25
CCN(C(=O)CN1CCN(C)CC1)c1cccc2ccccc12 | 104 | 8 | 2 | -1 | -21 | . | -1.3 | 1 | 102 | -17
O=C(/C=C\c1ccc2c(c1)OCO2)NC1(C(=O)Nc2ccc3c(c2)OCO3)CCCCC1 | 89 | 13 | 3 | 2 | 0 | -10 | 0.7 | 9 | 85 | 2
CCN(C(=O)c1ccco1)c1nnc(-c2ccc(OC)cc2)s1 | 82 | 11 | 5 | . | 5 | -67 | -5.0 | . | 85 | -18
COc1ccc(S(=O)(=O)N(C)CC(=O)Nc2c(F)cccc2F)cc1 | 95 | 4 | 3 | -25 | -1 | -6 | -1.0 | 0 | 94 | 13
Cn1c(=O)[nH]c(=O)c2c1nc(N(CCO)Cc1ccccc1)n2Cc1ccccc1Cl | 78 | 1 | 5 | -7 | 7 | -13 | -4.4 | 1 | 71 | -12
O=C(NC1=NCCS1)Nc1ccccc1 | 91 | 7 | 2 | -27 | 11 | 8 | -3.0 | . | 95 | -17
C/C(Cn1nnc([N+](=O)[O-])n1)=N\NC(=O)c1ccc(O)cc1O | 17 | 8 | 25* | 5 | -12 | . | -3.9 | -3 | 26 | -14
Cn1c(Cn2c(=O)sc3ccccc32)nnc1SCc1cccc(F)c1 | 90 | 23 | 2 | 2 | -1 | -15 | -1.1 | . | 92 | -26
O=C1C(C=NCCN2CCOCC2)=C(O)c2ccccc21 | 81 | 2 | 0 | -1 | -2 | -2 | -1.4 | -2 | 87 | -52
COc1ccc(C2C3=C(CC(C)(C)CC3=O)Oc3ncn(CC(C)C)c(=N)c32)cc1 (stereo not given) | 73 | 20 | 0 | -14 | 2 | -11 | -2.0 | . | 65 | -37
CCc1nnc(NC(=O)c2ccc3c(c2)C(=O)N(CC)C3=O)s1 | 92 | 7 | 0 | . | -10 | -7 | 1.4 | . | 93 | -9
O=C(Nc1ccccn1)C(=O)N1CCCCC1 | 91 | 9 | 0 | . | -2 | -13 | -2.1 | . | 101 | -5
COc1ccc(Cn2nnnc2C(c2cc3cc(C)ccc3[nH]c2=O)N2CCOCC2)cc1 (stereo not given) | 92 | 8 | 3 | -3 | -6 | -35 | -1.5 | 0 | 105 | -64
Cc1csc(=O)n1CCC(=O)O | 90 | 10 | 2 | -3 | 6 | . | -0.7 | 0 | 95 | -44
Cc1ccc(NC(=S)NCCN2CCOCC2)cc1C | 98 | 6 | -1 | -5 | 1 | 0 | -1.5 | . | 92 | -30
Cc1nnc(NC(=O)c2c(F)c(F)c(F)c(F)c2F)s1 | 81 | 20 | 4 | 3 | 9 | -55 | -2.8 | -2 | 88 | 7
C=CCn1c(-c2cccnc2Cl)nc2cc(Cl)c(Cl)cc21 | 75 | 13 | 4 | -6 | -11 | -13 | -5.1 | -1 | 72 | -29
COc1ccc([N+](=O)[O-])cc1NC(=O)Nc1ccccc1 | 102 | 8 | 2 | -8 | 4 | 16 | 3.4 | -8 | 100 | -46
NC(=O)c1ccccc1N=Cc1ccccn1 | 115 | 4 | 1 | -25 | 2 | . | -3.0 | -1 | 97 | -12
CCOC(=O)CC(N)c1ccc2c(c1)OCO2 (stereo not given) | 102 | 3 | 1 | 1 | 7 | 1 | 0.4 | -1 | 101 | -30
N#Cc1ccccc1N=C1CCCN1Cc1ccccc1 | 92 | 3 | 2 | -7 | 4 | . | 0.2 | -2 | . | -35
O=C(CSc1nc2ccc([N+](=O)[O-])cc2[nH]1)NCCc1ccccc1 | 96 | 9 | 4 | -11 | 4 | 27 | -2.9 | . | 91 | -24
O=C(COC(=O)c1ccc([N+](=O)[O-])o1)Nc1cccc(S(=O)(=O)N2CCOCC2)c1 | 93 | 6 | 3 | -3 | 0 | 7 | -0.2 | 0 | 92 | -39
Cn1c(CN2CCN(C(=O)c3ccc(F)cc3)CC2)nc2cc([N+](=O)[O-])ccc21 | 79 | 16 | 0 | -2 | -1 | . | -2.2 | . | 77 | -15
CC1(C)O[C@@H]1COc1c2ccoc2cc2oc(=O)ccc12 | 88 | 2 | 1 | 5 | 0 | . | -0.9 | . | 85 | -33
S=C(NCCSCc1ccc(Cl)cc1)Nc1ccccc1 | 74 | 17 | 4 | -15 | -6 | -18 | -1.9 | -3 | 82 | 10
O=C(CCCCCn1c(=O)[nH]c2ccccc2c1=O)NCCc1c[nH]c2ccccc12 | 78 | 5 | 1 | -13 | 10 | 4 | -3.9 | 0 | 73 | -38
CCOc1ccccc1NC(=O)C(=O)NCC1CCCN1CC (stereo not given) | 92 | 10 | 6 | -12 | -14 | -14 | -1.8 | 0 | 87 | -24
CCOC(=O)c1sc2nc(CC(=O)OC)nc(NCCN3CCOCC3)c2c1C | 95 | 26 | 1 | -12 | -5 | -11 | -2.6 | -1 | 95 | -29
CCn1c(SCC(=O)NCCc2ccc(Cl)cc2)nnc1-c1cccs1 | 88 | 4 | 5 | -9 | -4 | -19 | -0.3 | . | 82 | -61
O=C(OCC(=O)N1CCc2ccccc21)C1=COCCO1 | 91 | 19 | 3 | 1 | -15 | 4 | -3.4 | . | 106 | -29
O=C(NNS(=O)(=O)c1ccc(F)cc1)c1ccc(S(=O)(=O)N2CCCCC2)cc1 | 89 | 7 | 8 | 2 | 9 | . | 2.5 | -12 | 100 | -63
N#Cc1c(-c2ccc(F)cc2)cc(C2CC2)nc1SCC(=O)c1cccs1 | 86 | 17 | 3 | 9 | -5 | -43 | 0.3 | -9 | 83 | -15
Cn1cccc1C(=O)NC(=O)CSc1nnc(C2CC2)n1-c1ccccc1 | 90 | 14 | 5 | -16 | -23 | 9 | -0.8 | . | 88 | -13
Cc1ccc(CCNC(=O)C2CCN(S(=O)(=O)c3c(C)nn(C)c3C)CC2)cc1 | 92 | 20 | -1 | -8 | 1 | . | 0.2 | 0 | 88 | -7
Cc1ncc(N=Nc2ccccc2Cl)c(-c2ccccc2)n1 | 86 | 9 | 1 | -16 | -3 | -14 | 0.3 | . | 69 | -52
Cc1c(C(=O)O)oc2ccc(S(=O)(=O)NCc3ccc(F)cc3)cc12 | 101 | 10 | 1 | -12 | 5 | -3 | 0.7 | -3 | 111 | 16
Cc1ccc(CNC(=O)CO/N=C/c2ccc(C(C)(C)C)cc2)cc1 | 84 | 37 | 13 | 3 | -9 | . | -1.1 | -1 | 79 | -17
Cc1c(NC(=O)CSc2nc3c(cnn3-c3ccccc3)c(=O)[nH]2)c(=O)n(-c2ccccc2)n1C | 98 | 7 | 3 | 5 | 2 | 13 | 1.9 | -3 | 101 | -28
CCOC(=O)C(C)n1cnc2c(oc3ccccc32)c1=O (stereo not given) | 100 | 19 | 2 | -3 | -9 | -3 | -1.9 | . | 99 | -17
CCOC(=O)c1c(NC(=O)CN2C(=O)NC(C)(c3ccc(OC(F)F)cc3)C2=O)sc(C)c1C (stereo not given) | 78 | 3 | -2 | -2 | -11 | -7 | -4.4 | . | 70 | -13
COc1ccccc1CNC(=O)c1ccc(CS(=O)(=O)c2ccccc2OC)o1 | 101 | . | 3 | -15 | 12 | 4 | -1.1 | -1 | 109 | -65
N#CC1=C(N)Oc2n[nH]c(-c3ccc(F)cc3)c2C1c1cccc(OC(=O)N2CCOCC2)c1 (stereo not given) | 92 | 14 | -1 | -5 | 19 | 5 | -1.5 | 0 | 101 | -87
Cc1cc(C)n(C(=O)c2ccc([N+](=O)[O-])cc2[N+](=O)[O-])n1 | 89 | 4 | 3 | -3 | 4 | -17 | -3.2 | -3 | 92 | -17
O=C(COC(=O)C1(c2ccccc2F)CCCC1)N1CCN(C(=O)c2ccco2)CC1 | 92 | 10 | 4 | -3 | 10 | . | -1.5 | 0 | 93 | -48
CCOC(=O)N1CCC(N2C(=O)c3ccccc3C2Nc2ccc(Cl)cn2)CC1 (stereo not given) | 85 | 15 | 2 | -7 | -5 | . | -5.7 | 0 | 90 | -9
CCOC(=O)C1=C(C)N(c2ccccc2)C(=O)NC1c1cccc([N+](=O)[O-])c1 (stereo not given) | 89 | 23 | 3 | -2 | -10 | . | -3.0 | -9 | 87 | 3
Cc1ccccc1NS(=O)(=O)c1ccc(OCC(=O)NCc2cccnc2)cc1 | 97 | 7 | 2 | 0 | 10 | . | -2.2 | -2 | 96 | -3
COC(=O)c1ccccc1NC(=O)c1nc2nc(C)cc(C(F)F)n2n1 | 87 | 6 | 4 | -4 | 2 | -9 | -2.9 | -4 | 93 | 10
Cc1ccc(C(=O)NCC(=O)OCC(=O)c2cc(C)n(Cc3ccco3)c2C)cc1 | 103 | 4 | 3 | 0 | -2 | -7 | -0.4 | -7 | 96 | -7
COc1ccc(NC(=O)C2CCCN2S(=O)(=O)c2ccc(C)cc2)cc1 (stereo not given) | 89 | 4 | 3 | -4 | 6 | -35 | -0.4 | 0 | 83 | -37
Cc1noc(C)c1COC(=O)COc1ccc2c(C)cc(=O)oc2c1 | 91 | 39* | 0 | -14 | 1 | -37 | -1.4 | 1 | 94 | -36
CCCOC(=O)CCc1n[nH]c(=O)[nH]c1=O | 89 | 24 | -1 | -11 | 9 | 18 | -2.5 | 0 | 88 | -15
COc1ccc(Sc2nnc(-c3ccccc3)cc2C#N)cc1 | 94 | 11 | 0 | -4 | -1 | 9 | 1.0 | 0 | 97 | -23
C/C(=N\NC(=O)COc1ccc([N+](=O)[O-])cc1)C(C)(C)C | 104 | 5 | 1 | -21 | -11 | 34 | -4.1 | . | 98 | 6
O=C(NCC1CCCO1)c1cccc(-n2cnnn2)c1 (stereo not given) | 99 | 6 | 1 | -18 | 7 | . | -2.5 | -1 | 96 | -41
CCC(NC(=O)c1ccccc1NC(=O)c1ccco1)C(=O)NNC(=O)c1ccc(OC)cc1 (stereo not given) | 93 | 10 | 1 | -5 | -13 | . | 0.6 | -4 | 101 | -4
COc1ccccc1CNc1n[nH]c(NCc2ccccc2OC)n1 | 98 | 12 | 1 | -10 | -3 | -1 | 0.8 | 0 | 97 | -66
CCOC(=O)C1CCCN(C(=O)C2CCCN(S(C)(=O)=O)C2)C1 (stereo not given) | 118 | 41 | -1 | -2 | -10 | 1 | 0.2 | . | 94 | -14
